# HMGR II inh = E. faecalis class II HMG-CoA reductase inhibition | purified E. faecalis HMGR, NADPH absorbance 340 nm kinetic | inhibition, % at 10 µM | 190,000 tested, 0.41% active | AID 1066;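 active means inhibition above a set limit, the median over all tested compounds plus 3 SD, cut at about 9.5% in these data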;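 further: enzyme runs in reverse so mevalonate oxidation gives rising NADPH absorbance; 0% = complete reaction with DMSO and 100% = background rate lacking mevalonate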
# FLuc inh counter = inhibits firefly luciferase, flagging false hits in luciferase inhibition screens. inhibition, % at 10 µM. AID 1006. 200,000 tested, 1.5% active. ATPLite firefly luciferase biochemical luminescence, 10 min;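 active means inhibition above about 50% when tested at 10 µM, limit read from the data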
# Target sequence (P08659 whole entry, looked up): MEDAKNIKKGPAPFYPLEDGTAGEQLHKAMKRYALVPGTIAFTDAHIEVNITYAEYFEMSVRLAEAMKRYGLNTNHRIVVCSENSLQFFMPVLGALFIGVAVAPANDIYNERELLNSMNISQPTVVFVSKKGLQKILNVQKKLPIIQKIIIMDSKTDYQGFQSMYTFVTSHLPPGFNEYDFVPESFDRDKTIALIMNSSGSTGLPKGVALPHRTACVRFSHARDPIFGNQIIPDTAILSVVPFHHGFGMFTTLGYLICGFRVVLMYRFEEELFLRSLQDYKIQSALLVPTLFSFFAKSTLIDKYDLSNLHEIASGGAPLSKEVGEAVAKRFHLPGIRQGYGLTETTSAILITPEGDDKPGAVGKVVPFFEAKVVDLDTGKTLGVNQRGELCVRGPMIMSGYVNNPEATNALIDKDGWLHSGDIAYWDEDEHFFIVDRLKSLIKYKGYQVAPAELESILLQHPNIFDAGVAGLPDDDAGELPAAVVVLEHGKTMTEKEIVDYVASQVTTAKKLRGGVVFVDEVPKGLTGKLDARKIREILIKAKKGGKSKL
# NF-kB neuron act = compounds increasing NF-kB expression in human neuronal cells; fold change at 12.5 µM; NF-kB reporter expression; stronger effect = higher value; 190,000 tested, 1.6% active; in the data active means fold change above about 3.3
# APP 5'UTR act = activates APP 5'UTR luciferase reporter; SH-SY5Y APP 5'UTR luciferase reporter, luminescence; zero percent = DMSO vehicle wells; 190,000 tested, 1% active; activation, % at 2 µM;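 active means activation above a set limit, based on mean plus 3 SD of controls, cut at about 140% in these data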; further: values of inactives mirror those of a sister screen read the other way
# APP 5UTR inh = APP translation inhibition; SH-SY5Y APP 5'UTR-luciferase reporter, luminescence; inhibition, % at 2 µM; 190,000 tested, 0.82% active;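 active means inhibition above a set limit, derived from the sample mean plus 3 SD, cut at about 45% in these data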; further: values of inactives mirror those of a sister screen read the other way
# STAT1 activator = increases IFN-gamma driven STAT1 reporter signal; NIH 3T3 STAT1-luciferase reporter, luminescence; 100% = IFN-gamma alone, no compound; activation (% of control), % at 5.5 µM; 200,000 tested, 2.6% active;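 active means activation above the screen-wide mean activation plus 3 SD, cut at about 130% in these data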;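 further: raw ratio to IFN-gamma control signal so 100% means no change and 0% no light; values of inactives mirror those of a sister screen read the other way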
# G6PDH CS = counter-screen for G6PDH assay hits: L. mesenteroides G6PDH inhibition; Purified L. mesenteroides G6PDH, diaphorase/resazurin coupled fluorescence, 45 min; inhibition, % at 5 µM; 200,000 tested, 0.12% active; AID 1020; in the data active means inhibition above about 50%
# DTT redox prof = compounds producing H2O2 with reducing agent – biochemical, NIH compound library profiling, artefact control for MLSCN library redox annotation, primary screen; 200,000 tested, 0.03% active; AID 878; DTT-dependent redox cycling H2O2, phenol red/HRP absorbance; 100% = 100 µM peroxide control, 0% = buffer; activation, % at 10 µM;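 active means activation of at least 50% relative to the plate's high and low controls in the primary single-dose screen; inactive means activation below 50%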;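 further: compound incubated with DTT at 0.8 mM final as the reducing agent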
# FLuc stim CS = affects firefly luciferase, flagging false hits in luciferase stimulation screens; ATPlite luciferase biochemical, luminescence, 10 min; 0 = ATP-free wells, 1 = DMSO control; activation factor at 10 µM; 200,000 tested, under 10 active;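 active means luciferase activation factor, scaled between plate controls, of at least 2 with compound at 10 µM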
#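 Material: Luciferase/luciferin reagent mix | Doses: Test compounds dosed from 2 mM stocks in 100% DMSO | Timing: 10 min incubation after luciferase reagent addition, room temperature | Measured by: Luminescence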
# Hsp70 act = switches on Hsp70 transcription. HeLa Hsp70 promoter luciferase reporter, luminescence; scaled: vehicle 0, proteasome-inhibitor control 100%. 200,000 tested, 0.04% active. AID 1203. activation, % at 10 µM;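 active means activation above the mean across all tested compounds plus 3 SD, cutoff set per campaign, cut at about 5.5% in these data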;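 further: 100% = MG132 at 30 µM as the positive control and 0% = DMSO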
# Active calls of the source: *; x = no result given. Hits appear at their usual frequency; 5.3% or so of the library scored in one or more.
SMILES,HMGR II inh,FLuc inh counter,NF-kB neuron act,APP 5'UTR act,APP 5UTR inh,STAT1 activator,G6PDH CS,DTT redox prof,FLuc stim CS,Hsp70 act
N/C(=N\OC(=O)c1cc(-c2ccccc2)nc2ccccc12)c1cccnc1,2,7,0.95,4,-4,99,21,0.0,0.9,-0.2
CN(C(=O)CCN1C(=O)c2ccccc2C1=O)C1CCCCC1,1,-4,1.1,14,-14,97,9,-0.1,1,-0.4
COc1cc(/C=C(\C#N)C(=O)Nc2ccc3ccccc3c2)c([N+](=O)[O-])cc1OC,-4,-4,1.1,10,-10,94,13,1.6,1,-0.2
CCOc1cc(-c2c(C)c(C)nc(N)c2C#N)ccc1O,0,-6,0.88,17,-17,95,0,-0.3,1.1,-0.5
COc1ccc(COc2ccccc2C(=O)Nc2ccccn2)cc1[N+](=O)[O-],1,0,1,16,-16,99,-2,0.4,1,0.0
Cc1ccc2nc(SC(C(=O)c3ccccc3)c3ccccc3)nc(C)c2c1 (configuration not stated),-7,-7,1.2,-2,2,102,5,0.0,1.1,-0.2
Cn1c(CN2CCCC(C(=O)c3ccc4c(c3)OCO4)C2)nc2ccccc21 (configuration not stated),0,-4,1.2,37,-37,93,4,-0.7,1,-0.3
CNC(=O)NC(=O)C(C)OC(=O)c1oc2ccccc2c1CSc1ccc(Cl)cc1 (configuration not stated),1,3,0.95,2,-2,106,3,-0.1,1,-0.4
O=C(O)CCc1nc2ccccc2n(CCc2ccccc2)c1=O,-5,-2,1.1,20,-20,104,7,0.5,1,-0.2
COc1cccc(C(c2sc3nc(C)nn3c2O)N2CCc3ccccc3C2)c1 (configuration not stated),-5,-7,1.2,15,-16,94,-15,0.1,1.1,-0.3
Cc1ccc(NNC(=O)C(=O)N2CCCCC2)cc1,2,-2,1.8,5,-5,98,-3,0.3,1,-0.5
COc1ccc(-n2c(C)nc3sc4c(c3c2=O)CCC4)cc1,-5,-1,1.1,-4,4,101,-3,-0.3,1,0.0
CC(Oc1ccc(Cl)cc1)/C(N)=N/O (configuration not stated),-5,-2,1.3,-11,11,100,8,-1.9,1,-0.3
c1ccc(-c2oc3ncnc(NCCN4CCOCC4)c3c2-c2ccccc2)cc1,-4,1,0.4,-16,16,98,1,0.7,1,0.6
CCOc1ccc(Cl)cc1/C=N/NC(N)=O,-2,-1,0.91,-1,1,100,4,0.0,1,0.2
NC(=O)NOCc1ccccc1F,-5,-1,1.4,3,-3,103,8,-1.6,1,0.3
Cc1ccc(OCC(=O)N2CC3(C)CC2CC(C)(C)C3)cc1 (configuration not stated),-7,-8,1.1,-12,12,111,10,-0.2,1.1,-0.4
CCCOc1ccc(C2C(C(=O)c3ccc(C)o3)=C(O)C(=O)N2Cc2cccnc2)cc1 (configuration not stated),0,-4,1,-6,6,98,1,0.2,1,-0.3
Cn1nc(CC(=O)Nc2ncc(Br)s2)c2ccccc2c1=O,5,1,2.5,-4,4,97,-2,1.7,1,-0.2
CNC(=O)c1sc(-c2ccccn2)nc1C,-5,-8,1,-18,18,100,4,0.2,1.1,-0.2
CN(Cc1ccccc1)c1nc2c(c(=O)n(C)c(=O)n2C)n1CCSc1ncccn1,1,-3,0.48,-4,4,94,-38,-1.3,1,-0.3
CC1CCC(C(C)C)C(OC(=O)CSc2nccc(=O)[nH]2)C1 (configuration not stated),-4,3,1.4,15,-15,100,23,0.1,1,0.0
Cn1c(=O)c2c(nc(Oc3ccc4c(c3)OCO4)n2Cc2ccc(F)cc2)n(C)c1=O,-7,-8,1.2,9,-9,96,-34,-4.0,1.1,-0.3
COc1cccc(NC(=O)COc2ccc(N3CC(C(=O)NCC(C)C)CC3=O)cc2)c1 (configuration not stated),-5,-8,1.1,3,-3,115,-4,0.6,1.1,-0.3
COc1ccccc1NS(=O)(=O)c1ccc(Cl)c(NC(=O)C(C)N2C(=O)c3ccccc3C2=O)c1 (configuration not stated),-7,3,1.4,-1,1,97,4,-0.4,1,-0.6
COc1ccc(C2C3(C#N)C(N)=NC(OC)(OC)C23C#N)cc1 (configuration not stated),-5,-2,1.1,-8,8,109,-1,0.2,1,-0.2
OCCn1c(SCCOc2ccccc2)nc2ccccc21,2,-2,1.1,0,0,114,2,0.2,1,-0.3
Cc1ccc(CCSCC(=O)O)cn1,-9,-7,1.4,8,-8,97,-4,-0.7,1.1,-0.3
CCc1nc(Nc2ccc(N3CCN(C(C)=O)CC3)cc2)c2oc3ccccc3c2n1,-6,-1,0.42,x,x,100,1,2.5,1,-0.3
CC1CN(C2CCN(C(=O)COc3ccc(Cl)cc3)CC2)CC(C)O1 (configuration not stated),0,2,1,2,-2,99,14,15,1,-0.4
O=C(NCc1ccc(C(F)(F)F)cc1)C1CC(c2c(Cl)cccc2Cl)=NO1 (configuration not stated),-3,-6,1,17,-17,95,8,-5.5,1.1,-0.4
CCCCCc1nnc(NC(=O)C(=O)OCC)s1,-6,-5,1.1,-8,8,99,7,0.4,1.1,-0.2
CC(=O)Nc1ccc(NC(=S)NC(=O)/C=C/c2ccc(Cl)cc2)cc1,0,-11,1.1,-8,8,97,-1,-1.3,1.1,-0.2
COc1ccc(CCNC(=O)CSc2nn(-c3ccccc3)c(=S)s2)cc1OC,-4,-5,0.98,23,-23,94,2,0.2,1.1,-0.5
CCc1ccc(N2C(=O)C3NN=C(C(=O)OCc4ccccc4)C3C2=O)cc1 (configuration not stated),-8,-8,0.91,-10,10,116,-2,-0.1,1.1,-0.3
Cc1cc(NC(=O)CCl)n(-c2nc3ccccc3s2)n1,-4,-5,1.1,43,-43,102,1,0.4,1,-0.1
COCC1CCCN(C(=O)c2ccc(OC3CCN(Cc4ccccn4)CC3)cc2)C1 (configuration not stated),-1,-6,1.2,-6,6,98,5,0.1,1.1,-0.2
COc1ccccc1-c1ccc(SCc2ccc(F)cc2)nn1,1,2,1.5,41,-41,111,0,0.2,1,-0.2
CC(C)C(NCc1c(Cl)cccc1Cl)C(=O)O (configuration not stated),1,-5,1.2,-10,10,103,-4,2.0,1,-0.3
O=C1OC(/C=C/c2ccc(Cl)cc2)=NC/1=C/c1ccco1,2,6,1.3,8,-8,98,2,0.0,0.9,-0.4
O=C(/C=C/c1ccccc1Cl)N(Cc1ccc(Cl)cc1)C1CCS(=O)(=O)C1 (configuration not stated),-2,-1,0.73,0,0,101,16,0.0,1,-0.2
Cc1ccc2oc(=O)c3cc(C(=O)NCCN4CCc5ccccc5C4)sc3c2c1,-6,-5,0.86,-3,3,98,3,0.7,1,0.3
CCOc1ccc(CNC(=O)C2CCN(S(=O)(=O)N3CCCC3)CC2)cc1OC,0,-7,1.5,-4,4,103,8,-5.6,1.1,-0.3
Cc1ccc(C(c2c(C)[nH][nH]c2=O)c2c(C)[nH][nH]c2=O)cc1[N+](=O)[O-],-2,-8,1.2,-12,12,103,10,-0.1,1.1,0.0
Cc1cc(C)nc(NS(=O)(=O)c2ccc(NC(=O)CSc3nc4ccccc4[nH]3)cc2)n1,2,2,1.4,-6,6,93,0,-0.7,1,-0.1

# At a glance, some entries already given:
SMILES,HMGR II inh,FLuc inh counter,NF-kB neuron act,APP 5'UTR act,APP 5UTR inh,STAT1 activator,G6PDH CS,DTT redox prof,FLuc stim CS,Hsp70 act
N/C(=N\OC(=O)c1cc(-c2ccccc2)nc2ccccc12)c1cccnc1,2,7,0.95,4,-4,99,21,0.0,0.9,-0.2
CN(C(=O)CCN1C(=O)c2ccccc2C1=O)C1CCCCC1,1,-4,1.1,14,-14,97,9,-0.1,1,-0.4
COc1cc(/C=C(\C#N)C(=O)Nc2ccc3ccccc3c2)c([N+](=O)[O-])cc1OC,-4,-4,1.1,10,-10,94,13,1.6,1,-0.2
CCOc1cc(-c2c(C)c(C)nc(N)c2C#N)ccc1O,0,-6,0.88,17,-17,95,0,-0.3,1.1,-0.5
COc1ccc(COc2ccccc2C(=O)Nc2ccccn2)cc1[N+](=O)[O-],1,0,1,16,-16,99,-2,0.4,1,0.0
Cc1ccc2nc(SC(C(=O)c3ccccc3)c3ccccc3)nc(C)c2c1 (configuration not stated),-7,-7,1.2,-2,2,102,5,0.0,1.1,-0.2
Cn1c(CN2CCCC(C(=O)c3ccc4c(c3)OCO4)C2)nc2ccccc21 (configuration not stated),0,-4,1.2,37,-37,93,4,-0.7,1,-0.3
CNC(=O)NC(=O)C(C)OC(=O)c1oc2ccccc2c1CSc1ccc(Cl)cc1 (configuration not stated),1,3,0.95,2,-2,106,3,-0.1,1,-0.4
O=C(O)CCc1nc2ccccc2n(CCc2ccccc2)c1=O,-5,-2,1.1,20,-20,104,7,0.5,1,-0.2
COc1cccc(C(c2sc3nc(C)nn3c2O)N2CCc3ccccc3C2)c1 (configuration not stated),-5,-7,1.2,15,-16,94,-15,0.1,1.1,-0.3

# Additional results.
SMILES,HMGR II inh,FLuc inh counter,NF-kB neuron act,APP 5'UTR act,APP 5UTR inh,STAT1 activator,G6PDH CS,DTT redox prof,FLuc stim CS,Hsp70 act
O=C1Oc2ccccc2C(=O)/C1=C\N1CCN(c2ccccc2)CC1,-3,-8,1,7,-7,100,1,0.4,1.1,-0.1
COC(=O)c1ccccc1OCc1cccc(C)n1,-8,-5,1.1,-2,2,99,-3,-0.6,1.1,-0.3
COc1cc2c(cc1OC)CN(CC(=O)NC(=O)NCc1ccco1)CC2,0,-5,0.98,-17,17,97,3,-0.4,1,-0.2
O=C1CCCN1CC(O)CS(=O)(=O)c1ccc(Cl)cc1 (configuration not stated),-3,-4,1.1,1,-1,97,8,2.7,1,-0.2
CCOCC(=O)Nc1ccccc1C(=O)OCC,-2,0,0.99,-5,5,99,-5,0.2,1,-0.4
Cc1cc(NCc2ccccc2)nc2ccccc12,-2,5,1.3,x,27,91,3,0.4,0.9,-0.2
COc1ccc(NC(C)=O)cc1NC(=O)c1ccc2ccccc2c1,5,2,0.88,4,-4,97,7,-0.2,1,-0.2
Cc1ccc2nsnc2c1S(=O)(=O)N1CCN(CCc2ccccc2)CC1,4,-7,0.98,-25,24,103,2,1.2,1.1,-0.2
Cc1ccc2c(c1)c(N=Nc1cccc(C(=O)O)c1)c(O)n2C,-7,-3,1.2,5,-5,110,7,12,1,-0.4
Cc1ccc(NC(=O)Nc2ccccc2C#N)c(Cl)c1,1,-5,1.1,3,-3,104,1,3.6,1,-0.5
CC(=O)NCC(=O)OCC(=O)N1c2ccccc2Sc2ccccc21,-3,1,0.94,-5,5,100,8,-1.1,1,-0.3
C=C1CC(C)OC(c2ccccc2OCC(O)CN2CCCCC2)C1 (configuration not stated),-2,-4,1.1,4,-4,95,9,0.0,1,-0.2
CCOC(=O)C1=C(c2ccc(OC)cc2)C(=O)c2ccccc2C1=O,-2,-7,0.18,-60,60*,99,32,0.3,1.1,-0.5

# Screening data: PubChem, several laboratories
